M1 antag – human CHRM1 antagonism | inhibition, % at 3 µM | P11229 | 360,000 tested, 1.3% active | CHO-K1 hM1, Fluo-8 calcium fluorescence, ACh EC80 antagonist;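 active = percent inhibition above its own plate's cutoff, namely the mean of that plate's compound wells plus 3 SD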;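 note: peak over basal fluorescence ratio during 140 s after agonist addition; 0% = ACh EC80 plus DMSO and 100% = DMSO alone without agonist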
Target sequence (P11229 whole entry, looked up): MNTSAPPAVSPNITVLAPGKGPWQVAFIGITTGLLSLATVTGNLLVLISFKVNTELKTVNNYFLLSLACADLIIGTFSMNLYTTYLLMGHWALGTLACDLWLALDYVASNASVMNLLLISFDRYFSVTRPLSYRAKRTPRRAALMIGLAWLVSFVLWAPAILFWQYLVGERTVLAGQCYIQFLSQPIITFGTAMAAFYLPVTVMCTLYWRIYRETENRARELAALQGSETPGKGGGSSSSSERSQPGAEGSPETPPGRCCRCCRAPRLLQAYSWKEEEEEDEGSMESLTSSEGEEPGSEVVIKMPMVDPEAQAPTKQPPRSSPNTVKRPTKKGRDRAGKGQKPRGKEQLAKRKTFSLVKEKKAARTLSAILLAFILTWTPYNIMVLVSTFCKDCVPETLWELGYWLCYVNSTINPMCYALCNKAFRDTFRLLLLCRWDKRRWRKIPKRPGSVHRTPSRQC
OXTR agonist – human OXTR agonism | activation, % at 3 µM | P30559 | CHO-OTR cells, Fluo-8 calcium fluorescence; normalized: DMSO 0%, oxytocin 100% | 320,000 tested, 0.32% active;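 active = activation above the mean of all tested compounds plus 3 SD, cutoff set per screening run, cut at about 20% in these data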;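 note: peak over basal fluorescence ratio from a 100 s FLIPR kinetic read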
M1 ag – agonists of human M1 muscarinic receptor; CHO-K1 hM1, Fluo-8 calcium fluorescence, agonist mode; 0% DMSO, 100% acetylcholine EC100; activation, % at 3 µM; 360,000 tested, 0.33% active;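 active = activation above the run's mean compound activation plus 3 SD, cut at about 16% in these data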;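 note: peak over basal fluorescence ratio within a 140 s kinetic read after compound addition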
OXTR potentiate – potentiates the human oxytocin receptor response | P30559 | CHO-OTR cells, Fluo-8 calcium fluorescence, potentiator mode; 0% = oxytocin EC15, 100% = EC100 | activation, % at 3 µM | 320,000 tested, 0.061% active | AID 2445;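 active = activation above that plate's cutoff, the mean activation of tested compounds plus 3 SD, cut at about 6.6% in these data, passing the limit was not always enough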;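 note: 100% uses oxytocin at 75 nM as the full agonist control; some results filed as inactive read as strong as hits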
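test system = CHO-OTR cells, human receptor | compound = single-point 3.0 µM | schedule = 6 min compound pre-incubation at room temperature, 100 s kinetic read | signal = Fluo-8 no-wash calcium dye fluorescence, excitation 470-495 nm, emission 515-575 nm | repeats = single well per compound, singlicate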
M1 PAM – human CHRM1 positive allosteric modulation; P11229; CHO-K1 hM1, Fluo-8 calcium fluorescence, ACh EC20; 0% = ACh EC20, 100% = maximal ACh; activation, % at 3 µM; 360,000 tested, 0.088% active; AID 588819; in the data active = activation above about 19%, passing the limit was not always enough
CHO parental Ca – signal in parental CHO cells, OX1R antagonist counter-screen. parental CHO-K1, ATP-induced calcium, Fluo-8 fluorescence. inhibition, % at 5.6 µM. 330,000 tested, 0.63% active. AID 463079;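 active = inhibition above that plate's mean sample inhibition plus 3 SD, cut at about 26% in these data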;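 note: 0% = ATP-challenged DMSO wells and 100% = DMSO wells without ATP; some compounds past the cut are filed as inactive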
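Assay system: parental CHO cells; Read-out basis: percent inhibition of ATP-evoked calcium rise, normalized to controls; Benchmarks: ATP and no-ATP DMSO wells; Compound dosing: single nominal dose of 5.6 µM per compound; Signal: Fluo-8 calcium dye fluorescence; Also added: ATP as calcium-mobilizing challenge; Repeats: singlicate.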
V1R ag counter – V1a receptor agonism, counter-screen for OXTR agonists; P37288; CHO-V1R cells, Fluo-8 calcium fluorescence, agonist mode; 0% DMSO, 100% 3 nM vasopressin; activation, % at 3 µM; 320,000 tested, 0.25% active; AID 2797;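 active = activation above the mean activation of all tested compounds plus 3 SD, per screening run, cut at about 20% in these data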;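 note: signal is peak over basal fluorescence ratio across a 100 second FLIPR read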
Target sequence (P37288 whole entry, looked up): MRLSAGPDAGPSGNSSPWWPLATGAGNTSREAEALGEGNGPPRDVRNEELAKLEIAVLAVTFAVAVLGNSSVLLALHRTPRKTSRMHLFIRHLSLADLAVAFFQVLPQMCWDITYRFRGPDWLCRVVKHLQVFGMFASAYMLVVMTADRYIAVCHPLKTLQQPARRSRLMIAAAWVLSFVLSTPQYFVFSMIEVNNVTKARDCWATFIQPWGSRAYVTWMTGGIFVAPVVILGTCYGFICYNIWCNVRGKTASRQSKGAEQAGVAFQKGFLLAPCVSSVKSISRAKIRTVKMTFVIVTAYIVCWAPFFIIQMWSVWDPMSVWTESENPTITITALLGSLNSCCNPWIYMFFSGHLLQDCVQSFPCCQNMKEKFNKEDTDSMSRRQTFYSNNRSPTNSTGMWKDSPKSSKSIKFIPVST
TAAR1 ag – agonists of human TAAR1; Q96RJ0; CHO RD-HGA16 TAAR1, Fluo-8 calcium fluorescence; vehicle wells 0%, saturating PEA agonist 100%; activation, % at 3 µM; 360,000 tested, 0.99% active;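 active = activation above the mean activation of all test compounds in the run plus 3 SD, cut at about 38% in these data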
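Test system: RD-HGA16 (CHO) cells co-expressing Gα16 and hTAAR1 | Doses: Single dose, 3 µM | Schedule: 17-24 h seeding, 75 min 37 °C dye, 30 min RT | Evaluation: % activation from peak over basal fluorescence ratio, DMSO-to-PEA scaled | Technique: Kinetic Fluo-8 calcium fluorescence | Benchmarks: Low control DMSO, high control PEA (EC100)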
TAAR1 antagonist – human TAAR1 antagonism; CHO RD-HGA16 TAAR1, Fluo-8 calcium fluorescence, antagonist; inhibition, % at 3 µM; 360,000 tested, 1.5% active; AID 624466;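 active = inhibition above a per-plate cutoff, the mean inhibition of test compounds on that plate plus 3 SD, cut at about 49% in these data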;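 note: 0% = DMSO plus EC80 beta-PEA response and 100% = DMSO alone without agonist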
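Test system: CHO RD-HGA16 cells bearing hTAAR1 | Reagent: β-PEA, EC80 | Compound dosing: 3 µM, single point | Schedule: Dye loading 75 min at 37 °C, then 30 min room temperature | Signal: Calcium fluorescence with Fluo-8 | Evaluation: Percent inhibition of PEA-evoked calcium signal, max/basal emission ratio | Control set: DMSO-only wells and EC80 β-PEA-stimulated wells | Repeats: Singlicate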
* hit, by the source's call; nt = no result given.

Order of values: M1 antag, OXTR agonist, M1 ag, OXTR potentiate, M1 PAM, CHO parental Ca, V1R ag counter, TAAR1 ag, TAAR1 antagonist
COC(=O)CNS(=O)(=O)c1ccc(OC)cc1
  -4.3, -0.3, -1.7, -0.9, 5.0, 4.5, -0.2, nt, nt
Cc1ccc(C)c(NC(=O)C2CCCN(S(=O)(=O)c3c(C)noc3/C=C/N(C)C)C2)c1 (stereo not drawn)
  -12.0, -0.1, -1.0, -10.8, 5.9, -9.8, 0.4, -1.5, -8.4
COc1ccc(CCNC(=O)C2CCCN(Cc3nc(-c4ccccc4C)oc3C)C2)cc1OC (stereo not drawn)
  -7.3, 3.8, -4.3, -0.9, 5.0, -20.3, 2.9, 6.0, 8.7
COc1ccc(-n2ccc(=O)c(C(=O)O)n2)c(OC)c1
  -14.7, 1.7, -0.4, 3.8, 7.4, -4.4, 1.7, 0.0, 0.9
O=c1cc(O)n(-c2ccc(Cl)cc2)c(=S)[nH]1
  -42.4, 0.1, -1.2, 1.6, 3.1, -3.6, 0.8, 1.9, 0.5
O=C1CC(Cc2ccccc2)C(=O)N1c1ccc(Cl)cn1 (stereo not drawn)
  -13.0, -1.8, -2.6, -6.4, 6.8, -6.8, -1.1, 9.7, -3.7
O=C(NC1CCCC1)C1CCC(=O)N1C1CCCC1 (stereo not drawn)
  -3.6, -0.1, 6.2, -14.1, 9.8, 18.3, 0.8, 2.7, 2.7
NC(=O)c1ccc(Cc2ncc(C(F)(F)F)cc2Cl)s1
  -16.0, -1.9, 3.7, -12.7, 12.2, 5.4, -0.2, 7.1, 13.6
O=C(NCC(c1ccco1)N1CCOCC1)c1ccc(F)cc1 (stereo not drawn)
  -4.9, 0.4, -1.6, 5.5, 0.9, 4.1, -0.4, 0.1, -30.5
COc1ccc(OC)c(NC(=O)c2ccc(NS(C)(=O)=O)cc2)c1
  0.5, 0.7, -1.5, -1.7, -3.0, 0.1, -0.1, 5.8, -2.9
O=C(NCCCN1CCCCCC1)C1CCCN(S(=O)(=O)c2cccc3nsnc23)C1 (stereo not drawn)
  -1.1, -1.5, -6.2, -3.6, -3.7, -8.4, -1.1, 0.6, -0.6
COC(=O)C1CCC(=O)N1C(c1ccc(OC)cc1)c1cc(OC)c(OC)c(OC)c1 (stereo not drawn)
  -30.1, nt, -1.2, nt, 18.8, nt, nt, -1.5, -3.2
CC1=NCCN1S(=O)(=O)c1c(C(C)C)cc(C(C)C)cc1C(C)C
  -7.2, -1.1, -3.5, -12.2, 7.0, 11.2, -1.2, 8.7, 15.7
O=[N+]([O-])c1nn(-c2ccccc2)[n+]([O-])c1N1CCN(c2ccccc2F)CC1
  -1.7, -0.3, -4.8, 1.4, 1.1, -5.1, 0.9, 11.8, 3.2
O=S(=O)(Nc1ccc(-c2ccccc2)cc1)c1ccccc1
  5.1, nt, -1.3, nt, -5.1, nt, nt, 2.2, -8.6
S=C(NCc1ccco1)Nc1ccc(Oc2ccccc2)cc1
  -3.4, 3.4, -6.9, -18.9, -4.6, 0.8, 7.8, 10.2, 4.2
CC1CCCN(c2ncnc3c2cnn3-c2ccc(Cl)cc2)C1 (stereo not drawn)
  -3.1, -1.4, 1.1, -5.9, 1.9, -16.3, -0.4, -1.5, -13.8
N#CC1=C(N)c2ccccc2CC12CCCCC2
  -1.8, -1.2, -5.3, -8.7, -2.3, -8.0, -1.2, 17.9, -8.9
Cc1ccc(S(=O)(=O)c2c(COC(=O)c3ccc(Cl)cc3)c(-c3ccccc3)nn2C)cc1
  -10.7, -0.6, -1.8, -13.9, 5.7, -6.3, -0.2, 5.7, 8.7
COCCN1C(=O)CCC1(C)C(=O)Nc1c(C)cccc1C (stereo not drawn)
  21.5, nt, 11.5, nt, 0.9, nt, nt, 1.5, -23.0
CCc1nnc(NC(=O)CCc2ccccc2OC)s1
  -7.6, -1.0, -3.2, -1.0, 12.7, -14.3, 0.3, 8.2, -9.6
CN(C)c1ccc(-c2cccc(C3CC=CC4C3C(=O)N(Cc3ccccc3)C4c3ccc(C(F)(F)F)cc3)c2)cc1 (stereo not drawn)
  8.2, -0.9, -6.3, -11.3, -3.2, -10.3, -0.6, 4.3, -4.6
C[C@@H]1CN([C@@H](C)CO)C(=O)c2cc(Br)cnc2O[C@H]1CN(C)C(=O)NC1CCCC1
  -8.9, nt, -3.3, nt, -0.7, nt, nt, 0.8, -5.7
O=C(Nc1cccnc1)c1ccc(Cl)c([N+](=O)[O-])c1
  -11.9, 0.5, -3.3, 2.5, 7.3, 1.0, 1.3, 2.1, 8.3
CC(NC(=S)Nc1ccc(S(=O)(=O)N2CCOCC2)cc1)C1CC2CCC1C2 (stereo not drawn)
  21.4, 13.7, -2.3, -16.5, -14.5, -1.3, 15.2, 12.5, 9.4
CC1CCC(NC(=O)Cn2c3c(c(-c4ccccc4Cl)cc2=O)CCC3)CC1 (stereo not drawn)
  -0.7, -1.1, -5.2, -6.2, -2.5, -16.9, 1.7, -2.9, -9.1
O=C1[C@H](O)[C@@H](O)C(=O)N1Cc1ccccc1
  -29.1, 0.5, -2.0, 1.0, 21.2, -5.0, 0.0, 2.6, -2.7
COc1ccc(C(C(=O)NC(C)(C)C)N(C(=O)CCC(=O)Nc2cc(C)on2)c2cccc(C)c2C)cc1 (stereo not drawn)
  -8.4, 0.2, -2.7, -8.0, 5.3, -3.2, -0.4, -4.4, -10.2
Cc1ccccc1NC(=S)N1CCN(c2ccccc2)CC1
  -13.2, 1.4, -2.2, -4.3, 4.3, -11.8, -0.4, 0.2, -5.0
CC(C)C(OC(=O)c1ccco1)C(=O)NC1CCCCC1 (stereo not drawn)
  -1.2, -1.4, -4.6, -14.6, 2.6, -9.8, -0.7, 6.2, -0.1

Brought forward from above: three entries, followed by the next part.
Order of values: M1 antag, OXTR agonist, M1 ag, OXTR potentiate, M1 PAM, CHO parental Ca, V1R ag counter, TAAR1 ag, TAAR1 antagonist
COc1ccc(C(C(=O)NC(C)(C)C)N(C(=O)CCC(=O)Nc2cc(C)on2)c2cccc(C)c2C)cc1 (stereo not drawn)
  -8.4, 0.2, -2.7, -8.0, 5.3, -3.2, -0.4, -4.4, -10.2
Cc1ccccc1NC(=S)N1CCN(c2ccccc2)CC1
  -13.2, 1.4, -2.2, -4.3, 4.3, -11.8, -0.4, 0.2, -5.0
CC(C)C(OC(=O)c1ccco1)C(=O)NC1CCCCC1 (stereo not drawn)
  -1.2, -1.4, -4.6, -14.6, 2.6, -9.8, -0.7, 6.2, -0.1
Cc1ccc(S(=O)(=O)NC(=O)c2cc(C)n(CC(c3ccccc3)N(C)C)c2C)cc1 (stereo not drawn)
  6.4, 1.2, 4.9, -2.9, 8.0, -14.7, -0.1, 0.5, -2.2
COC(=O)Cn1cnc2sc3c(c2c1=O)CCCC3
  0.2, -0.6, -10.7, 6.2, 11.3, -6.2, -0.1, 7.2, -3.8
COC(=O)c1cccc(C23CC4(C2)[C@H](CN(Cc2ccc(C(F)(F)F)cc2)[C@@H]4c2ccccc2)C3c2ccc(Cl)nc2)c1 (stereo partly drawn)
  -2.0, 0.3, 0.0, 6.1, 4.7, -22.1, 0.4, 11.2, -1.5
CN(C)c1ccc(C(CNC(=O)c2ccccc2)c2c[nH]c3ccccc23)cc1 (stereo not drawn)
  17.0, -1.1, -1.0, -6.0, -7.7, -8.1, -0.6, 1.5, 14.0
Cc1nc2oc3ccccc3c(=O)c2c(=O)n1Cc1ccccc1
  -5.4, -0.4, -4.6, 4.0, 1.5, -14.4, -0.1, 3.9, -3.3
COc1ccc(C(=O)O/N=C(\N)Cc2cccs2)cc1OC
  -17.1, -0.1, -4.0, 1.3, 1.4, 0.9, 1.9, -1.0, -4.9
COc1ccc2nc(N(CCN(C)C)C(=O)c3ccc(C(=O)c4ccccc4)cc3)sc2c1
  2.8, 0.6, -1.2, -1.7, 1.2, -22.8, 0.9, 13.0, -2.2
CSc1ccc(-c2nnn(Cc3ccc(C)cc3)n2)cc1
  2.5, -1.8, 1.0, -29.7, 7.0, -1.7, 0.6, 12.4, 13.9
Clc1cccc(OCCN2CCN(CCOc3cccc(Cl)c3)CC2)c1
  4.7, 3.2, -9.1, -14.5, -7.4, -13.2, 3.5, 8.3, -6.4
Cc1nnc(NC(=O)CCN2C(=O)/C(=C\c3ccccc3)SC2=S)s1
  -11.7, 2.1, 0.0, -2.8, 6.9, -5.4, 1.6, 1.8, -4.5
O=C(Nc1ccc(F)cc1)Nc1nnc([C@@H]2C[C@H](O)[C@@H](CO)O2)s1
  -14.9, nt, 0.3, nt, 9.8, nt, nt, 35.0, -26.4
Cc1ccc(NC(=O)c2ccc3c(c2)C(=O)N(c2ccccc2C)C3=O)nc1
  0.1, 1.6, 3.6, -2.7, 18.2, -19.9, 5.5, 7.4, -2.2
COc1ccc([C@H]2C[C@H](O)[C@@H](n3cc(C4CC4)nn3)CN2C(=O)C2CCCCC2)cc1
  1.2, nt, 0.9, nt, 15.0, nt, nt, 1.0, -16.8
Cn1c(-c2sccc2OCc2cccc(C(F)(F)F)c2)n[nH]c1=S
  -4.7, -1.4, -12.1, -11.8, -0.3, -4.0, -0.3, 3.4, 8.9
Cc1nc(-c2cccc(NC(=O)Cc3ccccc3)c2)cs1
  -9.2, -1.5, -2.1, -0.3, 11.5, -14.4, -0.3, 2.9, -7.2
Nn1cnn(Cc2ccccc2)c1=S
  -2.8, 0.6, -3.7, -9.7, 7.4, -3.3, 0.6, 2.3, -1.9
CN(Cc1ccccc1)C(=O)c1ccc(Nc2nc(C(N)Cc3ccccc3)cs2)nc1 (stereo not drawn)
  3.8, nt, -2.4, nt, 0.7, nt, nt, 44.8*, 45.4
COc1cc(C(=O)Nc2cccc3c2CCCC3)cc(OC)c1OC
  -13.5, -1.9, -0.6, 0.8, 3.7, -30.7, 0.3, 1.9, 12.3
CCCCn1c(CCn2nc(C)c(Br)c2C)n[nH]c1=S
  -9.4, 0.2, -2.4, -4.3, 0.5, -2.5, 0.7, 5.3, 0.7
CSc1ncccc1C(=O)OCC(=O)NC(C)(C)C
  -12.3, -0.3, -4.1, 5.2, 5.9, -19.2, -0.1, 7.8, -9.3

Single values from above.
In M1 antag, Cn1c(-c2sccc2OCc2cccc(C(F)(F)F)c2)n[nH]c1=S is listed with -4.7
In M1 antag, CSc1ncccc1C(=O)OCC(=O)NC(C)(C)C is listed with -12.3
In V1R ag counter, COc1ccc2nc(N(CCN(C)C)C(=O)c3ccc(C(=O)c4ccccc4)cc3)sc2c1 is listed with 0.9

Source: PubChem BioAssay
